Source: PubChem BioAssay (several laboratories)
CRFR2-BP ag: agonists of human CRF-binding protein/CRF-R2 receptor complex; hit rate 0.46% among 350,000; activation, % at 13.2 µM; HEK293 CRF-R2/CRF-BP, calcium dye fluorescence (FLIPR); percent of saturating CRF peptide response; AID 588473;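 active means activation of at least 50%, plus an integration ratio under a set limit after plate pattern correction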;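 further: plate controls were neutral control wells without compound for no effect and CRF at EC100 for full effect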
TAAR1 ag: human TAAR1 agonism | Q96RJ0 | CHO RD-HGA16 TAAR1, Fluo-8 calcium fluorescence; vehicle wells 0%, saturating PEA agonist 100% | activation, % at 3 µM | hit rate 0.99% among 360,000 | AID 624467;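 active means activation above the mean activation of all test compounds in the run plus 3 SD, cut at about 38% in these data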
Target sequence (Q96RJ0 whole entry, looked up): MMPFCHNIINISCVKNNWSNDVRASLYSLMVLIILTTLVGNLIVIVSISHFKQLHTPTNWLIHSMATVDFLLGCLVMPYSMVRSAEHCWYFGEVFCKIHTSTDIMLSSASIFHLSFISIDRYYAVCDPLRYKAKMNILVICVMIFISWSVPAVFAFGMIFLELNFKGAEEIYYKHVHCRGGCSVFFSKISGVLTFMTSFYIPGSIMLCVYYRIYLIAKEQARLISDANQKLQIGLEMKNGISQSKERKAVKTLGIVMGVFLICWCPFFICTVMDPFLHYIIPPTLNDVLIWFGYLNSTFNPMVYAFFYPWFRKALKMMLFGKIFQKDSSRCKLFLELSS
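Repeats: no replicates (n 1) | Material: CHO-derived RD-HGA16 cells with stable Gα16 and human TAAR1 | Technique: Kinetic Fluo-8 calcium fluorescence | Schedule: 17-24 h seeding, 75 min 37 °C dye, 30 min RT | Evaluation: % activation from peak over basal fluorescence ratio, DMSO-to-PEA scaled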
M1 PAM parental: M1 PAM counterscreen hit in parental CHO-K1 cells; ATP EC20, Fluo-8 calcium fluorescence; 0% at ATP EC20, 100% at ATP max; activation, % at 3 µM; hit rate 0.02% among 360,000; AID 602247;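 active means activation above the run cutoff, the mean activation of all test compounds plus 3 SD, cut at about 40% in these data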;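 further: peak over basal fluorescence ratio in a 140 s read after ATP addition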
CRFR2-BP antag: antagonists of CRF-binding protein/CRF-R2 receptor complex; HEK293 CRF-R2/CRF-BP, CRF-induced calcium fluorescence; inhibition, % at 11.8 µM; hit rate 0.59% among 350,000;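 active means inhibition of the ligand-induced calcium signal above about 50% at the single tested concentration, limit read from the data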
M5 ag: agonists of human muscarinic M5 receptor (CHRM5); hit rate 0.19% among 360,000; activation, % at 3 µM; AID 624037; CHO-K1 hM5 cells, Fluo-8 calcium fluorescence; 0% DMSO wells, 100% maximal acetylcholine response;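 active means activation above the run's mean over test compounds plus 3 SD, cut at about 23% in these data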;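 further: signal is peak over basal fluorescence ratio across the kinetic read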
Target sequence (P08912 whole entry, looked up): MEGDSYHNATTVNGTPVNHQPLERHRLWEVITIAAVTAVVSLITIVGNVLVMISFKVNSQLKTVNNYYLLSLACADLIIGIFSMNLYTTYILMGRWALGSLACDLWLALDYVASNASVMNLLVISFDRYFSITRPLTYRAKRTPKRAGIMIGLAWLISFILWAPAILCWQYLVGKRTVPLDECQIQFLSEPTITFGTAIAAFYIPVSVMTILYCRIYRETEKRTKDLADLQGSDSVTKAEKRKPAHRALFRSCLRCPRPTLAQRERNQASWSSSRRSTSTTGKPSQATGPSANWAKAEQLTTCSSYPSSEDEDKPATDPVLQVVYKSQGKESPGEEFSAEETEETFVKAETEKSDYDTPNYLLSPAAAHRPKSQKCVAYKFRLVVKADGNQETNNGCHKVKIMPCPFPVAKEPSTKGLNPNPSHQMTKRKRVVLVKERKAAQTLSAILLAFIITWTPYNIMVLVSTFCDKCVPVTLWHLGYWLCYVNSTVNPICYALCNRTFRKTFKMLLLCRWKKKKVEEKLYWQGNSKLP
M5 antag: CHRM5 antagonism in calcium assay. P08912. CHO-hM5 cells, Fluo-8 calcium fluorescence, ACh EC80. inhibition, % at 3 µM. hit rate 0.59% among 360,000;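 active means inhibition above a per-plate cutoff, the mean of that plate's test compounds plus 3 SD, cut at about 27% in these data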;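 further: 0% = acetylcholine EC80 with DMSO and 100% = DMSO without agonist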
M4 PAM: positive allosteric modulators of human muscarinic M4 receptor; P08173; CHO-K1 hM4/Gqi5, Fluo-8 calcium fluorescence, ACh EC20; 0% = ACh EC20, 100% = maximal ACh; activation, % at 3 µM; hit rate 0.4% among 360,000; AID 624126;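 active means activation above its plate's cutoff, the mean activation of sample wells plus 3 SD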; further: some results filed as inactive read as strong as hits
TAAR1 antag: human TAAR1 antagonism. Q96RJ0. inhibition, % at 3 µM. hit rate 1.5% among 360,000. AID 624466. CHO RD-HGA16 TAAR1, Fluo-8 calcium fluorescence, antagonist;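 active means inhibition above a per-plate cutoff, the mean inhibition of test compounds on that plate plus 3 SD, cut at about 49% in these data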;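 further: 0% = DMSO plus EC80 beta-PEA response and 100% = DMSO alone without agonist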
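Material: CHO RD-HGA16 cells bearing hTAAR1; compound dosing: one-point dosing, 3 µM nominal final; schedule: dye loading 75 min at 37 °C, then 30 min room temperature; measured by: calcium fluorescence with Fluo-8; control set: vehicle and agonist controls; replication: n of 1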
M5 PAM: positive allosteric modulators of human muscarinic M5 receptor. CHO-K1 hM5, Fluo-8 calcium, ACh EC20 PAM; 0% = ACh EC20, 100% = ACh EC100. activation, % at 3 µM. hit rate 0.3% among 360,000;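 active means activation above the run cutoff, the mean activation of all test compounds plus 3 SD, cut at about 18% in these data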
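system = human M5 receptor in CHO-K1 cells | reagent = EC20 acetylcholine as agonist stimulus | compound dosing = single-point, 3 µM nominal | incubation = Fluo-8 loading 80 min at 37 °C plus 30 min room temperature | detection = Fluo-8 calcium dye fluorescence, kinetic read | benchmarks = low control EC20 acetylcholine (0%), high control EC100 acetylcholine (100%)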
Active calls of the source: *; . = no result given.

SMILES	CRFR2-BP ag	TAAR1 ag	M1 PAM parental	CRFR2-BP antag	M5 ag	M5 antag	M4 PAM	TAAR1 antag	M5 PAM
CC(=O)c1nc(N2C(=O)C3CC=C(C)CC3C2=O)sc1C (stereo not drawn)	-2.1	3	-1	-2	0	4	-3	-17	-7
CCCCC(c1nnnn1CC1CCCO1)N1CCN(c2ccccc2)CC1 (stereo not drawn)	-0.3	0	27	2	-2	5	9	16	2
COc1ccc(N(C(=O)c2cccnc2)S(=O)(=O)c2ccc(OC)c(OC)c2)cc1	-2.1	1	15	12	3	3	4	-25	-3
Cc1ccc(NC(=O)c2ccc(OCc3c(C)noc3C)cc2)cc1C	-1.5	9	16	-1	-5	4	17	5	-3
CC1S/C(=C(\C#N)C(=O)NCc2ccco2)N(Cc2ccco2)C1=O (stereo not drawn)	-1.0	6	4	12	-3	5	7	-6	-7
O=C(CNC(=O)c1ccccc1F)NNC(=O)c1ccccc1O	0.9	0	-21	4	1	5	13	-5	-6
Cc1ccc(C(=O)NCC(=O)OCc2c(F)cccc2Cl)cc1	-2.8	9	-13	-4	2	14	-3	-34	-8
COC(=O)C1C(c2ccc(Br)cc2)Nc2nnc(C(F)(F)F)n2C1(C)O (stereo not drawn)	1.1	5	12	-1	2	10	14	19	-2
O=S(=O)(Cc1ccccc1)Nc1cccc(F)c1	0.7	7	6	8	-5	8	6	-7	-6
COC(=O)[C@@]1(C)[C@H]2C(=O)N(C)C(=O)[C@H]2[C@H]2CN=C(SCc3ccc(Cl)cc3)N21	-5.4	3	-13	6	0	-3	7	-6	0
Cc1ccc(-n2c(-c3ccco3)nc3c(cnn3-c3ccccc3C)c2=O)cc1	-2.0	-2	0	21	1	4	1	6	-3
CCOC(=O)N1CCN(C(=O)C(C)N(c2ccc(Oc3ccccc3)cc2)S(C)(=O)=O)CC1 (stereo not drawn)	-2.5	5	15	-11	5	-12	6	-16	5
CC(=O)c1ccc(OCC(=O)OC(C)C(=O)NC2CCCCC2)cc1 (stereo not drawn)	1.8	2	-20	-14	4	-3	3	5	7
O=C(Nc1ccccc1F)c1ccc(S(=O)(=O)N2CCCCCC2)cc1	-0.3	0	-4	-10	-1	4	4	13	-3
Nc1c(Cl)cc(Cl)cc1C(=O)OCC(=O)N1CCCC1=O	-3.8	.	17	-1	-3	6	8	.	7
CC1(C)CC(=O)C=C(c2ccc(-c3ccc(OC(F)(F)F)cc3)cc2)C1=O	-0.5	0	24	-5	2	-2	3	9	3
Cc1cccc2c1-c1sc(C(=O)Nc3nccs3)cc1CO2	0.4	5	5	-38	3	-1	-1	11	-8
COc1c(Br)cc(Br)cc1/C=N/NC(=O)c1cccnc1	-0.6	3	-7	-21	3	6	-6	-8	-1
O=c1[nH]c(SCc2ccccc2)nc2ccsc12	-1.2	2	25	-11	2	-8	7	8	3
Cc1ccc(NC(=O)NCc2ccc3[nH]c(C)cc3c2)cc1	1.7	2	14	23	5	5	-9	2	0
COc1ccc(-c2cc(C(=O)Nc3c(F)cc(F)cc3Br)no2)cc1	1.7	7	15	8	-8	3	-4	-17	-6
CCCCCCN1CCN(C2CN(Cc3ccccc3)S(=O)(=O)C2)CC1 (stereo not drawn)	.	3	-6	.	-5	2	-4	-20	-4
Cc1ccc(NC(=O)CN(C)C(=O)CSc2nc3ccccc3c(=O)n2CCO)cc1	-2.0	1	11	-2	-2	10	-3	8	-8
CCCCc1ccc(S(=O)(=O)NCCCN2CCCC2=O)cc1	-1.6	1	-8	2	2	2	-3	-7	-6
O=C(O)C1CC(O)CN1S(=O)(=O)c1cccs1 (stereo not drawn)	0.1	17	12	0	-7	6	5	-4	2
NS(=O)(=O)c1cc(C(=O)OCC(=O)N2CCc3ccccc3C2)ccc1Cl	-4.1	3	18	-12	1	-1	14	-5	2
Nc1nnc(CC(=O)N/N=C/c2ccc(-c3ccccc3Cl)o2)s1	1.9	0	9	2	-2	-6	2	-4	7
COc1ccc(C(=O)COC(=O)c2ccc3c(c2)OCO3)c(OC)c1	-0.6	12	15	1	-2	3	10	13	2
CCOC(=O)[C@H]1[C@H]2COc3ccc(OC)cc3[C@H]2N2C(=O)CNC(=O)[C@@]12C	-4.9	4	-2	3	3	1	8	1	3
O=C(COC(=O)CN1C(=O)c2ccccc2C1=O)NC1CCCCC1	-0.6	3	11	-35	1	-8	1	-6	5
CS(=O)(=O)N1CCN(c2ncnc3c2cnn3-c2ccccc2)CC1	2.0	2	-1	7	4	2	13	-13	10
Cc1ccccc1N(CC(=O)Nc1ccccc1C(=O)O)S(C)(=O)=O	4.0	4	19	1	-1	2	4	-12	-4
CSc1ccccc1NC(=O)c1ccccc1	-0.3	-2	10	-3	3	-3	1	9	10
Cc1cccc(N(CC(=O)Nc2c(C)n(C)n(-c3ccccc3)c2=O)S(C)(=O)=O)c1C	-2.0	7	6	-8	-1	-1	6	6	2
O=c1c([N+](=O)[O-])c(N2CCCCCC2)c2ccccc2n1-c1ccccc1	-3.2	7	16	9	-5	-5	1	-23	10
COc1ccc(CNC(=O)Cn2nc(C)n3cccc3c2=O)cc1	-0.2	2	15	-17	-1	-15	-11	-7	3
O=C(O)CCc1ccc(-c2ccc(Cl)cc2)o1	1.4	-1	4	-12	3	2	-5	5	3
Cc1ccc(OCC(=O)NC(=S)Nc2cccc(NC(=O)c3ccccc3Cl)c2)cc1	7.8	1	19	22	-3	-3	16	6	5
N#CCc1nn(-c2ccccc2)c(N)c1C#N	-0.1	13	18	-5	-3	7	3	7	-8
CCc1ccccc1NS(=O)(=O)c1cc(C)ccc1OC	-2.8	4	7	3	-4	-19	5	-10	-1
CCOC(=O)c1ccc(NC(=O)CCC2COc3ccccc3O2)cc1 (stereo not drawn)	0.6	9	0	0	3	8	-6	17	-15
Cn1cccc1C(=O)NC1CCCCC1	1.8	1	5	0	3	2	0	-8	-2
C/C(=N\NC(=O)c1ccccc1N)c1ccc(NC(=O)Cc2ccccc2)cc1	6.5	0	8	5	-6	-3	2	16	3
COc1ccc(C(=O)Nc2cc(C)on2)c(OC)c1	3.5	1	-25	10	-2	23	-5	-4	-9
C(=C\c1ccncc1)/c1ccccc1	-2.0	2	-11	2	-1	-16	10	-7	7
CC(C)CN(C(=O)CCc1ccccc1Cl)c1c(N)n(Cc2ccccc2)c(=O)[nH]c1=O	-0.5	0	2	-1	1	2	0	-1	1
CSc1cccc(NC(=O)c2cc(S(=O)(=O)N3CCCCC3)c[nH]2)c1	2.1	1	9	-7	0	7	-1	-10	-4
CCOCCCNC(=O)c1ccc(OC2CCN(C(C)=O)CC2)c(OC)c1	1.3	2	8	14	0	-1	1	-9	5

A draw from above in order of length of the SMILES, smallest number first.
SMILES	CRFR2-BP ag	TAAR1 ag	M1 PAM parental	CRFR2-BP antag	M5 ag	M5 antag	M4 PAM	TAAR1 antag	M5 PAM
COc1ccc(C(=O)Nc2cc(C)on2)c(OC)c1	3.5	1	-25	10	-2	23	-5	-4	-9
CSc1cccc(NC(=O)c2cc(S(=O)(=O)N3CCCCC3)c[nH]2)c1	2.1	1	9	-7	0	7	-1	-10	-4
CC(C)CN(C(=O)CCc1ccccc1Cl)c1c(N)n(Cc2ccccc2)c(=O)[nH]c1=O	-0.5	0	2	-1	1	2	0	-1	1

Quoted from the listing:
CCCCc1ccc(S(=O)(=O)NCCCN2CCCC2=O)cc1 | CRFR2-BP ag = -1.6
CCOC(=O)N1CCN(C(=O)C(C)N(c2ccc(Oc3ccccc3)cc2)S(C)(=O)=O)CC1 (stereo not drawn) | M4 PAM = 6
CCCCC(c1nnnn1CC1CCCO1)N1CCN(c2ccccc2)CC1 (stereo not drawn) | CRFR2-BP antag = 2
COC(=O)[C@@]1(C)[C@H]2C(=O)N(C)C(=O)[C@H]2[C@H]2CN=C(SCc3ccc(Cl)cc3)N21 | M5 PAM = 0
N#CCc1nn(-c2ccccc2)c(N)c1C#N | CRFR2-BP ag = -0.1
O=C(O)C1CC(O)CN1S(=O)(=O)c1cccs1 (stereo not drawn) | M5 PAM = 2
CCOC(=O)[C@H]1[C@H]2COc3ccc(OC)cc3[C@H]2N2C(=O)CNC(=O)[C@@]12C | CRFR2-BP antag = 3

The listing continues.
SMILES	CRFR2-BP ag	TAAR1 ag	M1 PAM parental	CRFR2-BP antag	M5 ag	M5 antag	M4 PAM	TAAR1 antag	M5 PAM
Cc1onc(-c2ccccc2Cl)c1C(=O)OCC(=O)Nc1cccc(S(=O)(=O)N2CCOCC2)c1	-0.9	22	-5	-39	8	-7	-12	32	-6
Cc1cc(NC(=O)CSc2nnc(NCc3ccccc3)s2)no1	0.9	-2	27	-4	1	-1	-6	-1	0
COc1ccc(-c2nc(C3CCCCC3)no2)cc1OC	0.5	17	2	-18	-1	-3	5	4	6
CC1=CC2(C#N)C3(N=C(N)C2(C#N)C(c2ccccc2)N1)OCCO3 (stereo not drawn)	-2.6	4	18	26	3	-7	3	16	4
CN(C)CCNc1ccc2ncn3c4ccc(O)cc4c(=O)c1c23	75*	0	10	-60	-2	11	0	8	2
O=C1c2cccc(OCC(=O)N3CCCc4ccccc43)c2CCN1Cc1ccc(Br)cc1	-2.0	11	4	-62	-2	16	-13	71*	-16
COc1cc2[nH]c(=S)n(N(C(C)=O)C(C)=O)c(=O)c2cc1OC	-1.5	13	-7	5	1	3	-5	1	-4
CCOC(=O)c1sc(=S)n(C)c1NC(=O)c1ccc(F)cc1	4.9	6	-13	-5	0	1	0	14	-4
Cc1nn(Cc2ccccc2Cl)c2sc(C(=O)NC(C)(C)C)cc12	-0.5	2	4	16	-5	-4	6	-13	2
